# From PubChem BioAssay
# ARNT TACC3 PPI – disruptors of human ARNT/TACC3 interaction; AlphaScreen His-ARNT PAS-B/GST-TACC3 binding, luminescence; TACC3 fragment carries E629A point mutation; Q9Y6A5; AID 623870; inhibition, % at 9.99 µM; actives 0.66% (n = 390,000);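 active = mean inhibition of replicates at least 50% and at least half of replicates each reaching 50%; inconclusive = half or more replicates reach 50% but mean below 50%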;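 note: 0% = complete ARNT plus TACC3 wells and 100% = ARNT alone without TACC3; many hits fall short of the cut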
# PAX8 reporter – lowers PAX8-driven luciferase in RMG-I cells; RMG-I TPO-luciferase reporter, SteadyGlo, 24 h; inhibition, % at 12.6 µM; actives 1.2% (n = 360,000);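 active = mean replicate inhibition at least 60% with every replicate also reaching 60%; inconclusive = only one of the two criteria is met; inactive = mean below 60% and not all replicates reaching 60%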;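 note: luciferase light reporting Pax8 driven TPO promoter activity; plate controls were median of neutral control wells for no effect and mitoxantrone controls for full effect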
# GSIS activator – primary screen for activators of insulin secretion dependent on glucose, INS-1E cells, GLuc reporter luminescence; INS-1E GLuc reporter insulin secretion, 2-3 h; activation, % at 16.6 µM; actives 0.61% (n = 370,000); AID 743287;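 active = lowest replicate activation of at least 40%, so every replicate reaches that level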;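 note: 0% = median of neutral control wells and 100% = median of IBMX positive control wells; some compounds called inactive have numbers as strong as hits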
# F508del corr – CFTR F508del correction in bronchial cells; CFBE cells, YFP halide quenching; stimulated with forskolin plus potentiator P3; % fluorescence drop versus neutral controls; activity (quench increase), % at 7.58 µM; AID 720511; actives 0.36% (n = 350,000);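 active = mean added fluorescence quench of at least 8% versus neutral control, with both replicates also reaching 8%; inconclusive = only one of the mean or replicate conditions met; inactive = mean below 8% and not both replicates reaching 8%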;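 note: cells transiently co-express mutant CFTR-F508del with the halide-sensitive YFP; corrector assay measuring rescue of mutant channel to the surface after 24 h compound exposure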
# XiGFP reactiv – reactivates the inactive X chromosome in mouse fibroblasts. XiGFP mouse fibroblasts, % GFP-positive cells imaging, 3 d; cells co-treated with 5-aza-dC sensitizer; scaled so ellipticine positive control = 100%. activation, % at 7.58 µM. actives 0.055% (n = 360,000);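 active = mean normalized replicate activation at least 10% and every replicate at or above 10%; inconclusive = only one of the two criteria met; inactive = mean below 10% and not all replicates reach 10%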;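 note: 0% = median of on-plate neutral control wells and 100% = ellipticine 6 µM median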
#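 System: 68-5-11 XiGFP fibroblast line; Timing: 3 days compound exposure; Compound dosing: one concentration, pinned; Benchmarks: positive control ellipticine, 6 µM final; Buffer or medium: DMEM containing 5-aza-dC.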
# DENV2 CPE – protects cells from dengue virus 2 cytopathic effect | actives 1.7% (n = 350,000) | CPE inhibition, % at 9.99 µM | DENV2-infected cells, cytopathic effect rescue, plate reader | AID 651640; in the data active = CPE inhibition above about 20%, passing the limit was not always enough; inconclusive = no clear call, values can overlap the other calls; tested in BHK-21 cells;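 note: 0% = median of neutral control wells and 100% = median of positive control wells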
# ERp5 block – blocks human ERp5 reductase activity on insulin; Q15084; ERp5 insulin aggregation, absorbance 650 nm, 90 min; inhibition, % at 9.99 µM; actives 0.05% (n = 350,000); AID 651711;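 active = mean replicate inhibition above about 25%, with every replicate also reaching it, limit read from the data, passing the limit was not always enough; inconclusive = only one of those two criteria met; inactive = neither criterion met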
# Target sequence (Q15084 whole entry, looked up): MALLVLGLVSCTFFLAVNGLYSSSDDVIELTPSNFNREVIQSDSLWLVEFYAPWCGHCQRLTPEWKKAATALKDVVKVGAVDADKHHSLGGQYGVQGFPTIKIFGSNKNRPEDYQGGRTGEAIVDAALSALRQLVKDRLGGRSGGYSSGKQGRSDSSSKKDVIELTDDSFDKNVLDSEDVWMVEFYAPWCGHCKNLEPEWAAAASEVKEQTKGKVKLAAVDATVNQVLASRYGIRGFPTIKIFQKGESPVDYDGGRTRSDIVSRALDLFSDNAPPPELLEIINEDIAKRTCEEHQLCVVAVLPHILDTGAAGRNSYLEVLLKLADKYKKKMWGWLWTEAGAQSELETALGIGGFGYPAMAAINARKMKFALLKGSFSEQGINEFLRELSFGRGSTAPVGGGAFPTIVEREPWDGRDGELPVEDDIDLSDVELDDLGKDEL
# EWS-Fli inh – EWS/Fli transcriptional activity inhibition; A673 NR0B1-luciferase reporter, viability-normalised; inhibition, % at 12.6 µM; actives 0.67% (n = 350,000);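 active = mean inhibition of at least 50% after viability correction, with every replicate also passing that limit; inconclusive = mean reaches 50% but only one of two replicates passes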;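 note: firefly luciferase signal divided by Alamar Blue viability fluorescence both relative to DMSO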
# * marks the source's active call; other numbers are inactive results; ? = inconclusive; . = no result given; & = joins results of further samples.
SMILES,ARNT TACC3 PPI,PAX8 reporter,GSIS activator,F508del corr,XiGFP reactiv,DENV2 CPE,ERp5 block,EWS-Fli inh
CC(C)(C)n1nc2c(c1NC(=O)c1ccccc1C(F)(F)F)CS(=O)(=O)C2,-14,4,2,1.0,-0.1,7,-3,2
COc1cccc(C(C(=O)NC2CCCC2)N(C(=O)c2ccco2)c2ccccc2F)c1OC (stereo not drawn),-1,2,-9,-2.1,0.2,1,-4,5
COc1ccc(NC(=O)C(c2ccc(C#N)cc2)n2c(=O)c(-c3cc4ccccc4[nH]3)nc3ccccc32)cc1 (stereo not drawn),.,58,-2,2.6,0.3,13,5,-5
CCOc1ccc(C2CC(c3ccc(CC)cc3)Nc3nc(N)nn32)cc1 (stereo not drawn),0,-20,6,1.6,0.0,-16,-7,-26
CC(=O)c1cccc(NC(=O)Cn2cnc(S(=O)(=O)N3CCCCC3)c2)c1,-5,-3,2,-1.8,0.0,3,4,.
O=[N+]([O-])c1cccc(Nc2c([N+](=O)[O-])ccc3nonc23)c1,-8,-6,-13,2.4,-0.1,-3,5,9
CN1CCN(C(=O)OCCOCCOC(=O)N2CCN(C)CC2)CC1,-6,1,-9,3.6,0.4,-3,1,8
Cc1cccc(NC(=O)c2cc([N+](=O)[O-])ccc2N2CCN(C)CC2)c1,3,18,6,2.6,0.1,10,0,-7
COc1cccc(N=C2SC(CC(=O)Nc3ccccc3)C(=O)N2Cc2ccccn2)c1 (stereo not drawn),2,2,-30,-2.4,0.2,-2,1,-12
CCOc1ccc(/C=C(\C#N)C(=O)Nc2ccccn2)cc1,-13,8,.,2.7,0.1,-2,-1,4
CCCNC(=O)N[C@H]1C=C[C@@H](CC(=O)N2CCN(C)CC2)O[C@@H]1CO,-6,-14,9,0.8,0.1,-4,0,13
C=CC[C@]12N=C(c3ccc(OCCCO)cc3)O[C@H]1c1ccccc1CN(Cc1ccccc1)C2=O,8,41,.,-1.7,.,-6,2,-1
CC(=O)c1ccc(S(=O)(=O)NCC(=O)NC(c2nc3ccccc3[nH]2)C(C)C)cc1 (stereo not drawn),-2,-1,-17,0.9,0.0,?,-2,-4
O=C(CN(C1CCCCC1)S(=O)(=O)c1ccc(Cl)cc1)NCc1ccncc1,-2,.,-6,-1.4,.,-4,1,6
CCC(=O)Nc1ccc2c(c1)C(=O)N(C)C[C@@H](OC)[C@@H](C)CN(CC1CC1)[C@H](C)CO2,2,1,10,-0.5,0.0,15,2,0
CC=Cc1ccc2n(c1=O)C[C@@H]1[C@@H](CO)[C@H](C(=O)NCCc3ccncc3)[C@H]2N1Cc1ccncc1 (mixture of isomers),-2,3,15,-3.3,0.0,2,-3,-3
CCc1nc2ccc(C(=O)NCCCN3CCCC3=O)cn2c1N(C)C(=O)c1cccc(OC)c1,.,-4,2,4.3,-0.1,12,5,-5
Cc1cc(C(=O)CSc2nc(N)cc(=O)[nH]2)c(C)n1-c1cccc(F)c1,-1,14,-4,-2.6,-0.1,-7,6,9
Cc1ccc(C23CC4CC(CC(C(=O)NC(C(=O)O)C(C)C)(C4)C2)C3)cc1 (stereo not drawn),-11,-8,-1,-1.2,0.3,10,-5,3
Cc1noc(C)c1S(=O)(=O)Nc1ccc2c(c1)C(=O)N([C@@H](C)CO)C[C@@H](C)[C@H](CN(C)Cc1ccc3c(c1)OCO3)OCCCC[C@H](C)O2,.,-41,-6,4.5,1.3,5,-1,-5
COc1ccc(CN(C)CC2CCCN(CCc3ccc(Cl)cc3)C2)cc1OC (stereo not drawn),-1,18,-17,-2.1,0.0,0,3,16
Cc1ccc(S(=O)(=O)N(C)C[C@@H]2Oc3ccc(NS(C)(=O)=O)cc3C(=O)N([C@@H](C)CO)C[C@H]2C)cc1,7,.,23,1.2,-1.3,-9,7,-2
Cc1ccc(-c2ccc([C@H]3[C@@H](CO)N4C(=O)CN(C(=O)Nc5ccc(F)cc5)C[C@@H]34)cc2)cc1,.,.,-20,-0.5,-0.1,-2,-4,0
CC(=O)OCC(=O)[C@@]1(O)CC[C@H]2[C@@H]3C[C@H](C)C4=CC(=O)C=C[C@]4(C)[C@H]3[C@@H](O)C[C@@]21C,2,4,-14,2.7,0.1,8,3,-12
O=C(COC(=O)CCC(=O)c1ccc(Cl)cc1)NCc1ccc(F)cc1,-4,9,.,0.8,0.1,2,-5,1
N#Cc1c(NC(=O)CCC(=O)O)sc2c1CCCCC2,16,1,7,-0.9,0.0,-1,-1,11
O=C(N/N=C/c1ccco1)c1cc(-c2ccncc2)nc2ccccc12,25,25,-8,3.9,0.2,0,3,36
O=C(Nc1nccs1)C1CC=CCC1C(=O)OCC(F)(F)C(F)F (stereo not drawn),5,1,-2,1.9,0.0,-16,-6,0
C[C@H]1CN([C@@H](C)CO)S(=O)(=O)c2ccc(-c3cccc(C(=O)N(C)C)c3)cc2O[C@@H]1CN(C)C(=O)Nc1ccccc1,-6,-20,-6,0.8,-0.5,15,-3,0
CCCCSc1nc2sc3c(c2c(=O)n1-c1ccccc1)CCN(C)C3,1,25,0,4.1,0.3,1,4,11
O=c1cc(CN2CCN(c3ccccn3)CC2)nc2sccn12,.,13,4,4.9,0.0,5,6,-4
COCCN(CC(=O)Nc1cccc(C)c1C)C(=O)Cn1c(=O)cnc2ccccc21,-7,4,-2,-1.6,0.0,2,3,-2
C[C@H]1CN([C@@H](C)CO)C(=O)c2cccc(NC(=O)C3CCCCC3)c2O[C@H]1CN(C)S(C)(=O)=O,11,4,2,-0.7,-1.1,3,-3,-2
Cc1ccc(C(=O)N(C)CCOc2ccccc2)cc1S(=O)(=O)N1CCCCC1,-11,8,-46,3.9,0.3,-5,5,15
C[C@H]1CCCCO[C@@H](CN(C)C(=O)CCC(F)(F)F)[C@@H](C)CN([C@@H](C)CO)C(=O)c2cc(NS(=O)(=O)c3cn(C)cn3)ccc2O1,-8,-8,1,-0.4,0.0,-1,10,-10
COc1cccc(-c2ccc3c(c2)[C@H]2[C@H](CCN2C(=O)Cc2ccncc2)[C@H](CO)N3)c1,0,-56,-13,3.3,0.1,-11,-4,-40
Cc1ccc(OCC(=O)Nc2nc(-c3ccccn3)cs2)c(C)c1,11,.,-4,-0.9,0.1,-5,3,2
COc1cc(C(=O)NNC(=O)c2ccoc2C)cc(OC)c1OC,2,-11,-4,-0.8,0.5,.,-1,-6
C[C@H]1CN([C@@H](C)CO)S(=O)(=O)c2ccc(-c3ccncc3)cc2O[C@@H]1CN(C)C(=O)c1cccc(F)c1,.,1,9,.,0.2,3,-5,7
O=C(C[C@H]1C[C@@H]2c3cc(NC(=O)Nc4ccccc4)ccc3O[C@@H]2[C@H](CO)O1)NCc1ccccc1,16,0,7,-4.6,0.0,4,-8,3
O=C(Nc1cc(Cl)cc(Cl)c1)N[C@H]1CC[C@H](CCNS(=O)(=O)c2cccc(F)c2)O[C@@H]1CO,.,-12,-30,1.6,-0.1,2,-4,6
CSc1ccc(CN2CCCC(CNC(=O)c3ccc(F)cc3)C2)cc1 (stereo not drawn),-1,15,-8,1.4,0.1,4,1,3
O=C(CC[C@H]1O[C@@H](n2ccc(=O)[nH]c2=O)[C@H](O)[C@@H]1O)N[C@@H](Cc1ccccc1)C(=O)NCc1ccccc1,.,-2,2,-3.9,0.1,3,-5,-1
COCC#Cc1ccc([C@H]2[C@@H](CO)N3CCCCN(Cc4cccnc4)C[C@@H]23)cc1,-6,-10,6,-1.4,0.4,57*,5,-19
COc1ccc(S(=O)(=O)Nc2ccc3c(c2)C(=O)N([C@@H](C)CO)C[C@H](C)[C@@H](CN(C)Cc2ccc(Cl)c(Cl)c2)O3)cc1,-4,.,-6,6.2,-0.2,?,-1,-6
Cc1noc(C)c1NC(=O)Nc1ccc2c(c1)CC(=O)N([C@H](C)CO)C[C@H](C)[C@@H](CN(C)C(=O)NC(C)C)O2,22,4,7,0.2,2.0,-12,.,1
c1ccc(C[C@H]2CN=C(Nc3ccccc3)N2CC2CCC2)cc1,0,-7,-7,1.0,0.0,.,0,9
C[C@@H]1CCCCO[C@@H](CN(C)C(=O)Nc2ccc(F)cc2)[C@H](C)CN([C@@H](C)CO)C(=O)c2cc(NC(=O)c3ccncc3)ccc2O1,17,18,10,2.9,-0.1,-1,-3,-6
Cn1nc(C(=O)N2CCN(C(c3ccccc3)c3ccccc3)CC2)c2ccccc2c1=O,2,6,-26,4.0,0.0,8,17,5
COc1ccc(-c2cn(CC[C@@H]3CC[C@@H](NC(=O)CCN4CCCCC4)[C@@H](CO)O3)nn2)cc1,0,-1,4,-1.2,-0.2,-1,8,-4
Cc1cc(C)n(C(=O)/C(C#N)=N\Nc2ccccc2[N+](=O)[O-])n1,25,14,6,3.3,0.4,14,-2,-1
CCc1ccccc1Cn1c(=O)oc2cccnc21,-4,-5,-10,0.0,0.0,1,0,13
Cc1cccc(C)c1OCC(=O)N/N=C/c1ccncc1,28,1,8,-2.1,0.3,1,4,-30
CN(C)C(=O)c1cccc(-c2ccc3c(c2)[C@H]2[C@H](CCN2C(=O)c2ccncc2)[C@@H](CO)N3C)c1,-10,-38,-7,-0.7,0.1,-9,-5,-3
CC1(C(=O)NCc2ccccc2)Cc2c(-c3cccc(C(N)=O)c3)ccnc2O1 (stereo not drawn),.,51,-19,3.5,0.6,-6,-4,58*
C[C@H]1CN([C@@H](C)CO)S(=O)(=O)c2ccc(C#CC3CCCCC3)cc2O[C@H]1CN(C)C(=O)Cc1ccncc1,20,.,-10,4.0,-0.8,-1,-7,20
C[C@@H]1CN([C@@H](C)CO)C(=O)CCCn2nncc2CO[C@@H]1CN(C)S(=O)(=O)c1cccc(C#N)c1,-3,4&13,-2&0,-0.8&-2.2,0.0&0.3,17&13,-1&2,1&-17
COc1ccc(C)cc1NC(=O)CNC(C)C(=O)Nc1cc(Cl)ccc1Cl (stereo not drawn),3,3,-16,-1.2,0.1,-1,4,4
OC[C@@H]1[C@H](c2ccc(C#CC3(O)CCCC3)cc2)[C@@H]2CN(Cc3ccncc3)CCCCN12,-8,-19,6,2.8,0.2,-11,4,2
OC[C@H]1[C@@H](c2ccccc2)C2(CN(CCC(F)(F)F)C2)N1Cc1cncnc1,.,-8,1,-0.9,0.1,15,-3,-12
O=C(NCCCCO)c1ccc2c3c(cccc13)CC2,-2,14,-7,-0.9,0.2,-8,6,-3
CC1(C(=O)O)CCC(C(=O)Nc2ccc(Cl)c(Cl)c2)C1(C)C (stereo not drawn),-4,-7,-1,-0.5,0.0,-1,2,-2
CCCC12CN3CCN(CC(C3)/C1=N\NC(=O)c1ccccc1N)C2,1,-57,-7,.,0.0,.,.,.

# Arranged by the number under DENV2 CPE (highest first): 3 of the compounds above.
molecule | ARNT TACC3 PPI | GSIS activator | F508del corr | DENV2 CPE | ERp5 block
CCc1ccccc1Cn1c(=O)oc2cccnc21 | -4 | -10 | 0.0 | 1 | 0
COc1ccc(C)cc1NC(=O)CNC(C)C(=O)Nc1cc(Cl)ccc1Cl (stereo not drawn) | 3 | -16 | -1.2 | -1 | 4
OC[C@@H]1[C@H](c2ccc(C#CC3(O)CCCC3)cc2)[C@@H]2CN(Cc3ccncc3)CCCCN12 | -8 | 6 | 2.8 | -11 | 4
